From PubChem BioAssay
NCI-60 one-dose screen, 48 h, at 10 µM unless noted. Numbers give growth in % (100 = growth as untreated, 0 = no growth, -100 = all killed).
MOLT-4 = MOLT-4 leukemia cells; 80,000 compounds, 6.9% hits
MDA-MB-231 = MDA-MB-231 breast cancer; 81,000 compounds, 5% hits; AID 1794789
MDA-MB-468 = MDA-MB-468 breast cancer; 78,000 compounds, 8.5% hits; AID 2202374
SR = SR leukemia cells. 73,000 compounds, 8.7% hits
BT-549 = BT-549 breast cancer | 78,000 compounds, 4.4% hits
T-47D = T-47D breast cancer. 79,000 compounds, 5% hits
MCF7 = MCF7 breast cancer | 82,000 compounds, 6.3% hits | AID 1794796
K-562 = K-562 leukemia | AID 1794777 | 78,000 compounds, 7.4% hits
* hit, by the source's call; x = not tested or not shown; & = joins results of further samples. Rule for the calls: active = growth percent below 10; inactive = the rest.

entry	Molecule	MOLT-4	MDA-MB-231	MDA-MB-468	SR
1	c1cc2cccc3c2c(c1)c1c2c4cccc5cccc(c54)c2c2c4cccc5cccc(c54)c2c31	98.6	103.0	109.5	91.6
2	Cc1ccc2[nH]c(O)c(N=NC(=O)c3ccc(S(N)(=O)=O)cc3)c2c1	98.7	104.7	115.9	106.8
3	Cc1ccc(C(=O)NN2C(=O)/C(=C/C=C/c3ccco3)SC2=S)cc1	40.7	96.7	71.0	84.5
4	O=C(NCCN1CCCC1)n1cc(-c2ccncc2)c(-c2ccc(O)c(Cl)c2)n1	96.6	121.3	113.5	80.1
5	CC1(C)CC[C@]2(CO)CC[C@]3(C)[C@H](CC[C@@H]4[C@@]5(C)CCCNC(C)(C)[C@@H]5CC[C@]43C)[C@H]2[C@H]1O	54.1	91.0	71.3	10.5
6	OCC(O)Cc1ccccc1 (stereo not drawn)	133.0	108.6	114.1	x
7	O=C(O)C#Cc1ccc(Cl)cc1Cl	98.1	118.1	103.5	101.0
8	CN1C(=O)C(=Cc2cn(C(=O)c3c(Cl)cccc3Cl)c3ccccc23)C(=O)N(C)C1=O	84.7	88.6	86.8	x
9	NNC(=O)/C=C(/CC(=O)NN)C(=O)NN	103.4	83.8	109.4	93.7
10	CN(C)C1(C)C=CC2CC1C2(C)C (stereo not drawn)	91.9	107.5	105.8	101.0
11	Cc1ccc(N=CNN=C(N)N)cc1	95.4	117.9	100.0	76.9
12	COc1ccc(/C=C2/C(=O)NC(SCC(=O)N3CCN(c4cc5c(cc4F)c(=O)c(C(=O)O)cn5C4CC4)CC3)=NC2N)cc1 (stereo not drawn)	108.7	105.7	105.3	111.5
13	Nc1nonc1-c1nc2ccccc2n1Cc1ccc(Cl)cc1	77.2	84.6	87.1	x
14	COc1ccc(-c2c(C(=O)NS(=O)(=O)C(C)C)n(Cc3cccc(C)c3)c3ccccc23)cc1	94.3	109.3	92.2	x
15	CN(C=O)c1ccccc1	97.5	84.6	87.3	100.9

entry	BT-549	T-47D	MCF7	K-562
1	112.0	99.2	89.9	94.3
2	106.7	84.1	97.7	100.5
3	137.4	95.4	82.0	49.3
4	x	105.6	94.1	107.7
5	89.3	88.8	55.2	8.9*
6	112.3	100.7	96.6	96.7
7	93.4	99.2	108.1	100.4
8	55.7	82.5	94.7	82.7
9	115.0	115.4	98.6	93.1
10	97.0	93.1	86.4	99.0
11	108.0	98.8	99.0	87.8
12	x	96.1	103.1	103.2
13	98.4	92.9	84.5	61.2
14	97.4	89.5	92.8	93.0
15	93.1	86.7	87.4	97.7

(further entries)
entry	Molecule	MOLT-4	MDA-MB-231	MDA-MB-468	SR
16	CC(C)=CC(=O)CC(C#N)(C#N)C(C#N)C#N	91.8	100.7	96.5	98.7
17	CCCC(NC(=O)OC(C)(C)C)C(=O)O (stereo not drawn)	98.8	113.0	92.1	86.9
18	Nc1nc2c(s1)CCc1cn(S(=O)(=O)c3ccccc3)cc1-2	91.6&84.3	112.2&80.5	83.2	92.8&75.2
19	COc1ccc([C@H]2[C@H](C(=O)Nc3cccc(C)c3)c3ccccc3C(=O)N2c2ccc(OC)cc2)cc1	90.4	87.8	91.4	59.1
20	COc1ccc(NC(=O)CCn2c(Br)nc3c2c(=O)n(C)c(=O)n3C)cc1	105.8	99.4	99.6	103.5
21	O=C(Nc1ccc(O)cc1)OCc1ccccc1	55.3	67.6	95.5	98.4
22	O=C(Oc1ccccc1)c1cccc2cccc(C(=O)Oc3ccccc3)c12	48.8	85.3	x	69.5
23	COc1cc(C)cc2c1C(C)(C)CCC2(C)C	102.9	x	109.3	96.6
24	Cc1ccc(S(=O)(=O)Oc2ccc(Cl)c(C)c2)cc1	93.2	107.3	93.8	x
25	O=C1OC(c2ccccc2)Sc2ccccc21 (stereo not drawn)	96.2	110.4	102.4	105.4
26	NNc1nc(-c2ccccn2)nc2sc3c(c12)CCCCCC3	51.8	99.2	60.6	x
27	CCN(/C=c1\sc2ncnn2c1=O)CC	97.6	110.2	104.1	98.6
28	CCCCCCCCCCCCOC(=O)CCl	102.2	97.1	100.1	x
29	CCC1([N+](=O)[O-])COC(c2ccc(C)cc2)OC1 (stereo not drawn)	100.4	93.2	108.4	100.0
30	COc1ccc(-c2cc(-c3cccnc3)nc3sc4c(=O)n(-c5ccc(C)cc5)nnc4c23)cc1OC	x	79.6	88.0	x

entry	BT-549	T-47D	MCF7	K-562
16	106.3	95.7	91.5	94.5
17	91.8	104.8	107.5	89.6
18	109.0&84.0	111.5&81.6	94.3&93.4	88.2&88.6
19	88.1	80.3	93.3	96.9
20	102.1	90.0	99.7	104.4
21	90.0	91.8	84.4	51.6
22	102.1	47.2	78.9	82.8
23	102.7	105.5	85.8	99.9
24	100.2	84.2	93.8	97.6
25	109.8	102.8	101.6	111.8
26	72.6	40.6	33.4	27.0
27	101.4	98.5	85.6	92.1
28	119.7	108.1	93.9	114.6
29	120.4	103.5	98.4	104.1
30	102.8	99.3	99.7	x

New compounds follow
entry	Molecule	MOLT-4	MDA-MB-231	MDA-MB-468	SR
31	Nn1cnn2c(=O)c3cnn(-c4ccccc4)c3nc12	98.6	118.6	105.4	94.6
32	CCN(CC)c1ccc2nc3c4ccccc4c(=NC(=O)c4ccccc4-c4c5ccc(N(CC)CC)cc5[o+]c5cc(N(CC)CC)ccc45)cc-3oc2c1	-23.9*	52.8	-59.2*	x
33	O=C(O)CONC(=O)c1ccccc1	100.1	91.1	99.4	93.4
34	CC(=O)n1c(-c2ccc(Cl)cc2)nc2c(c1=O)C(c1ccc(Cl)cc1)c1sc3c(Cl)cccc3c1O2 (stereo not drawn)	x	-28.8*	5.1*	-14.9*
35	S=c1[nH]nc(-c2cccc(Cl)c2Cl)n1-c1ccc(Cl)cc1	x	102.7	x	50.3
36	COc1ccc(-c2onc(NC(C)=O)c2-c2cc(OC)c(OC)c(OC)c2)cc1	84.2	99.7	96.3	71.7
37	CCN(CC)Cc1cc(/C=C2\CC/C(=C\c3cc(CN(CC)CC)c(O)c(OC)c3)C2=O)cc(OC)c1O	89.3	105.3	108.9	96.7
38	O=C(NCCNc1nccc(Nc2ccc(S(=O)(=O)Nc3ccccn3)cc2)n1)c1ccccc1	95.5	106.3	101.5	93.9
39	COc1ccc(Cl)cc1NC(=O)c1cc2c([nH]1)-c1nc(NC(=O)C(C)C)sc1CC2	86.0	113.1	112.1	77.9
40	O=c1ccc(=O)n(CO)[nH]1	117.7	107.4	102.9	117.0
41	CCCCN(CCCC)CCCNc1c2c(nc3c(OC)cccc13)CCCC2	89.2	59.9	91.7	85.0
42	CCOC(=O)C(C(=O)Nc1ccc2c(c1)OC(OCc1ccc(C(=N)N)cc1)C(=O)N2C)c1ccccc1 (stereo not drawn)	91.0	98.3	102.7	92.1
43	NC(=S)N/N=C\c1c[nH]c2nccnc12	104.9	114.4	x	84.0
44	CCOc1cc(/C=C/C(=O)C(C(=O)/C=C/c2ccc(OC(=O)CNc3nc4ccccc4[nH]3)c(OCC)c2)C(=O)CNc2nc3ccccc3[nH]2)ccc1OC(=O)CNc1nc2ccccc2[nH]1	-27.5*	-16.3*	x	x
45	Cc1cc(NCCN(C)C)n2c(nc3ccccc32)c1C#N	101.9	84.4	109.8	106.2

entry	BT-549	T-47D	MCF7	K-562
31	125.8	103.8	97.8	99.6
32	60.1	63.6	-87.6*	-85.7*
33	110.2	100.3	100.2	x
34	-7.9*	-2.5*	5.6*	-0.2*
35	104.9	97.0	97.2	x
36	102.7	90.9	101.2	89.6
37	107.0	113.2	96.6	82.8
38	103.5	92.9	96.9	96.7
39	104.9	82.7	82.6	76.4
40	86.3	x	95.3	111.4
41	91.5	99.1	88.2	69.5
42	100.1	84.2	93.9	91.1
43	101.0	96.2	102.7	126.4
44	-31.3*	37.3	0.9*	-26.2*
45	90.8	88.6	98.5	108.9

The list continues.
entry	Molecule	MOLT-4	MDA-MB-231	MDA-MB-468	SR
46	O=C1Nc2ccccc2SC1c1ccccc1Cl (stereo not drawn)	86.4	98.9	29.9	10.4
47	CC1(C)CC[C@]2(C(=O)NC3CCCCC3)CC[C@]3(C)C(=CC[C@@H]4[C@@]5(C)CCC(=O)C(C)(C)[C@@H]5CC[C@]43C)[C@@H]2C1	57.3	77.8	79.2	54.9
48	CCCCOC(=O)C(=O)/C(=C\n1c(=S)[nH]c2cc(C)ccc21)C(=O)C=C(C)C	x	97.2	106.1	x
49	CNc1ccc(Nc2cccc(C)c2)c2c1C(=O)c1ccccc1C2=O	85.1	96.1	-13.1*	x
50	CC1(c2ccc(-c3ccccc3)cc2)NC(=O)NC1=O (stereo not drawn)	108.9	85.5	92.4	97.5
51	COc1ccc(C2C3=C(CC(C)(C)CC3=O)Nc3cc4c(cc32)OCO4)cc1 (stereo not drawn)	85.6	119.0	86.0	81.0
52	C=C(C)[C@@H]1CC=C2c3sc(-c4ccc5c(c4)OCO5)nc3C[C@@H](C)[C@]2(C)C1	105.3	101.3	102.1	113.7
53	Cc1cc(Oc2cnc(=O)[nH]c2)cs1	113.5	110.0	93.7	115.9
54	COc1cc(C2=NNC(=O)Cc3cc4c(cc32)OCCO4)ccc1N	92.6	102.6	x	91.0
55	CC1(C)CC(=O)C2=C(C1)N(CCc1ccc(S(N)(=O)=O)cc1)C1=C(C(=O)CC(C)(C)C1)C2c1ccccc1Br	107.5	93.2	93.5	98.2
56	N#Cc1c(-c2ccccc2)nc(SCC2CO2)[nH]c1=O (stereo not drawn)	99.7	90.9	x	95.3
57	O=S(=O)(NCCNc1nccc(-n2cnc3ccccc32)n1)c1ccc(Br)cc1	95.9	88.2	84.0	75.1
58	CC(C)(CC(C)(N)C(=O)O)OCc1ccccc1 (stereo not drawn)	105.3	104.1	96.6	95.5
59	CC(/C=C/C(O)=C1/C(=O)CNC1=O)=C\[C@@H](C)[C@H]1O[C@@]2(C)O[C@H](C(=O)[C@@H]3O[C@@]32C)[C@@H]1C	118.3	103.9	x	100.3
60	Cc1ccc(Nc2nc(N)nc3c2CCc2occc2-3)cc1	96.1	97.4	97.6	93.9

entry	BT-549	T-47D	MCF7	K-562
46	82.9	92.9	118.6	41.2
47	99.3	77.2	80.8	72.3
48	108.3	86.1	95.3	x
49	109.7	40.9	10.2	92.7
50	99.7	92.3	95.7	107.3
51	109.6	93.1	87.8	94.9
52	115.5	84.4	90.0	92.1
53	95.0	101.5	91.1	106.0
54	97.6	101.0	99.0	x
55	96.7	95.9	82.8	94.1
56	167.5	90.5	122.5	98.0
57	115.1	59.1	78.4	88.4
58	104.8	84.6	99.4	102.1
59	99.1	109.1	94.8	111.4
60	89.3	86.6	77.2	83.6

Remaining list, next part
entry	Molecule	MOLT-4	MDA-MB-231	MDA-MB-468	SR
61	Cc1cc(C)nc(NS(=O)(=O)c2ccc(Nc3nc4nc(Nc5cccc(O)c5)nc(-c5ccc(O)cc5O)c4c(=O)[nH]3)cc2)n1	57.6	89.1	x	103.6
62	COC(=O)C(Cc1ccc(O)cc1)NC(=O)C(COCc1ccccc1)NC(=O)OCc1ccccc1 (stereo not drawn)	107.6	111.8	108.0	98.0
63	O=C(O)CCCCCNC(=O)c1nc(-c2ccccc2)n(-c2ccccc2)n1	93.8	103.4	88.3	101.8
64	Cc1ccc2oc(=O)cc(COc3ccc(OCc4ccccc4)cc3)c2c1	83.3	101.7	99.9	84.6
65	COc1cc2c(OC)c(-c3c(C)cc4c(-c5nc6ccccn6c5NC5CCCCC5)c(OC)c(OC)cc4c3OC)c(C)cc2c(-c2nc3ccccn3c2NC2CCCCC2)c1OC	72.5	77.6	69.3	x
66	Fc1ccc(C2Nc3ccccc3-n3cccc32)cc1 (stereo not drawn)	78.5	89.1	96.8	94.7
67	N[C@@H](Cc1ccccc1)[C@@H](O)C(=O)O	105.5	111.3	91.5	97.6
68	Cc1ccc(-c2csc(NC(=O)CN3CCN(c4cc(=O)[nH]c5ccc(F)cc45)CC3)n2)cc1	46.7	81.0	58.5	52.5
69	COc1cc(Cn2c(C(F)(F)F)cc3c(Cl)ncnc32)ccn1	x	10.7	-80.9*	x
70	CC(=O)/C(=C/c1cccc(F)c1)c1ccccc1	99.4	100.4	100.2	90.1
71	NC(N)=Nc1ccc(Oc2cccc(Nc3ccc(Cl)c(C(F)(F)F)c3)c2)cc1	17.8	6.9*	4.8*	-26.4*
72	CC1(C)NC(=O)CC[C@]2(C)[C@H]3CC=C4[C@@H]5C[C@@](C)(C(N)=O)CC[C@]5(C)CC[C@@]4(C)[C@]3(C)CC[C@@H]12	88.3	94.7	103.5	86.1
73	O=C(Nc1ccccc1Cl)Oc1ccc2ccccc2c1	78.2	88.7	103.7	71.1

entry	BT-549	T-47D	MCF7	K-562
61	103.3	82.9	99.0	79.2
62	106.3	91.2	98.5	96.4
63	104.7	106.6	100.5	103.2
64	97.0	86.2	92.8	88.0
65	107.6	74.7	71.1	79.3
66	103.4	87.5	86.4	110.8
67	102.5	105.3	92.6	100.8
68	78.5	25.7	66.5	57.6
69	-15.9*	66.5	7.7*	x
70	109.1	110.1	90.8	101.5
71	77.0	35.3	11.3	5.6*
72	104.2	95.4	96.3	95.1
73	133.3	88.5	84.4	85.3

Complete entries as entered above:
`Cc1ccc(N=CNN=C(N)N)cc1` in the list: MOLT-4: 95.4; MDA-MB-231: 117.9; MDA-MB-468: 100.0; SR: 76.9; BT-549: 108.0; T-47D: 98.8; MCF7: 99.0; K-562: 87.8
`COc1ccc(-c2onc(NC(C)=O)c2-c2cc(OC)c(OC)c(OC)c2)cc1` in the list: MOLT-4: 84.2; MDA-MB-231: 99.7; MDA-MB-468: 96.3; SR: 71.7; BT-549: 102.7; T-47D: 90.9; MCF7: 101.2; K-562: 89.6
